# ROC1-CUL1 inh – inhibitors of human ROC1-CUL1 ubiquitin ligase activity. in vitro K48 di-Ub FRET, acceptor:donor ratio, 45 min. inhibition, % at 10 µM. 0.6% of 140,000 active; in the data active = inhibition above about 25%
# Target sequence (P62877 whole entry, looked up): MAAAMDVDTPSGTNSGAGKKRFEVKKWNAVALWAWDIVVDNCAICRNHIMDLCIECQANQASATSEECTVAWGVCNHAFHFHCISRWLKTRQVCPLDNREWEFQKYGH
# Target sequence (Q13616 whole entry, looked up): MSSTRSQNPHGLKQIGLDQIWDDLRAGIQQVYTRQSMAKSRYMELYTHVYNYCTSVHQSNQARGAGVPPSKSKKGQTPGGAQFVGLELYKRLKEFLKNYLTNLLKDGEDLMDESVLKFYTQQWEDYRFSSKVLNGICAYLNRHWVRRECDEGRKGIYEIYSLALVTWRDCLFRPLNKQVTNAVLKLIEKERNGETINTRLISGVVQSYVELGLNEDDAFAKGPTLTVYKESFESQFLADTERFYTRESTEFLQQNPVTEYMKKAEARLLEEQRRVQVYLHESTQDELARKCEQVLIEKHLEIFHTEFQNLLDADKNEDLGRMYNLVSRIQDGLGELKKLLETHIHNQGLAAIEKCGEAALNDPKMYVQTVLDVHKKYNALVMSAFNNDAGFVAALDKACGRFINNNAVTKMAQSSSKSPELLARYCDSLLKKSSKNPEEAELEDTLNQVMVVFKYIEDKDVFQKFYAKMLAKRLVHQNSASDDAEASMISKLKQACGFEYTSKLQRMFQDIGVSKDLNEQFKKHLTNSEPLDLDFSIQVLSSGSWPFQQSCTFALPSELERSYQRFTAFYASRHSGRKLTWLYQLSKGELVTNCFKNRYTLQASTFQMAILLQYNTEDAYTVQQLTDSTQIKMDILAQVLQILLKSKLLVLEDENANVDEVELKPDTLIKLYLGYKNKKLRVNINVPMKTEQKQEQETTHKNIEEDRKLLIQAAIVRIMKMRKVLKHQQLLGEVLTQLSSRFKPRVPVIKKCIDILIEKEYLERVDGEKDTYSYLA
# * = called active by the depositor.
structure,ROC1-CUL1 inh
COc1cc(OC)c2nc(-c3cc4c(c(OC)c3)OCCN(C(=O)Cn3nc(C)cc3C)C4)cc(C)c2c1,0
Cc1ccc(C)c(CN2C(=O)c3ccccc3S(=O)(=O)c3ccc(C(=O)N4CCN(c5ccccc5F)CC4)cc32)c1,-4
COc1cc(NC(=O)CNS(=O)(=O)c2cccs2)cc(OC)c1OC,-1
Cc1cccn2c(=O)c3cc(C(=O)NCc4cccnc4)n(C)c3nc12,5
CCC1C2(Br)C3(C)C(CC(C)=O)C1(C)S(=O)(=O)C32C (stereo not given),0
Cc1nc(C2CCCN(C(=O)c3ccc(-n4cccn4)cc3)C2)cc(=O)[nH]1 (stereo not given),1
Cc1ccc(N2C(=O)CC(N3CCCCC3)C2=O)cc1 (stereo not given),-16
CCN(CC)S(=O)(=O)c1ccc2c(c1)N(CC(=O)NCCCN1CCN(c3cc(C)ccc3C)CC1)C(=O)CO2,10
COc1ccc(-c2[nH]ncc2CNCCN2CCCCC2CO)c(F)c1 (stereo not given),-11
CCN(c1ccccc1)S(=O)(=O)c1ccc(NC(=O)c2cc(=O)c3ccccc3o2)cc1,-6
Cc1cc(=O)[nH]c(-c2cccc(CN3CCC(Nc4ncccn4)CC3)c2)n1,-8
O=C(NCc1ccncc1)c1ccc(N2CCCCC2)cc1,11
CCN1CCN(C2(C(=O)N[C@@H]3C[C@H]3c3ccccc3)Cc3ccccc3C2)CC1,4
COc1cc(C(=O)Oc2ccc3c(=O)c(Oc4cccc(C)c4)c(C(F)(F)F)oc3c2)cc(OC)c1OC,3
O=c1ccc(-c2ccccc2)n[nH]1,2
CO[C@H]1[C@H](NC(=O)COc2ccccc2)c2ccccc2C12CCN(C(=O)CCC(F)(F)F)CC2,-1
COc1ccc(OC)c(S(=O)(=O)Nc2ccc(C(=O)O)cc2)c1,12
CN1CC2([N+](=O)[O-])CC=C(Oc3ccccc3)C([N+](=O)[O-])(C1)C2 (stereo not given),-8
CCOc1ccc(Cn2c(SCCCCC#N)nc3c2c(=O)n(C)c(=O)n3C)cc1OCC,3
O=S(=O)(c1ccccc1)c1cnc2cc(-c3ccc(Cl)cc3)nn2c1-c1cccs1,-1
Cc1nc2ccccc2n1S(=O)(=O)c1cc(Br)ccc1Br,3
O=C1CCC(C(=O)N2CCC(C3CCN(CCc4ccccc4)C3)CC2)=NN1 (stereo not given),-2
Cc1cccc(-n2ncc(C(=O)NCc3ccccn3)c2C2CCN(C(=O)OC(C)(C)C)CC2)c1,13
COc1ccc(Cl)cc1NC(=O)N1CCC(CN2CCCCCC2)CC1,4
Cc1ccc(-c2nnn3c2nc(NCCc2ccc(Cl)cc2)c2ccccc23)cc1,3
COc1ccc(-c2cn3c(C(=O)N4CCN5CCCC5C4)csc3n2)cc1F (stereo not given),7
O=C1C(O)C(O)C(=O)N1C1CCCCC1 (stereo not given),-4
CCc1cccc(NC(=O)N=C2CN(C)C(=O)c3ccccc32)c1,4
CN(C)c1ccc(/C=N/NC(=O)C(O)c2ccc(Br)cc2)cc1 (stereo not given),-9
CCN1CCCC1CN(Cc1ccc(CO)o1)CC1CCN(CCOC)CC1 (stereo not given),3
Oc1ccc(-c2ccc(F)cc2)cc1,12
CCCN1C(=S)N=C(N2CCCCC2)SC1c1ccc(OC)cc1 (stereo not given),-11
O=C(NCC1(c2ccccc2)CCOCC1)c1ccccc1Cl,-2
c1ccc2c(c1)ccc1c2ccc2ccsc21,-2
Cc1ccc(N2CCN(c3ccc(C)cc3)C2c2ccccc2O)cc1,-2
COc1ccc(OC)c(-c2csc(-c3c(N)c(C(=O)c4ccc(Cl)cc4)n4ccccc34)n2)c1,7
CCCOc1ccc(C(=O)C2C(=O)C(=O)N(CCN3CCOCC3)C2c2ccc(C(C)C)cc2)cc1 (stereo not given),9
CCOc1cc(C(=O)Nc2cccc3cccnc23)cc(OCC)c1OCC,0
COc1cccc(C2C(C(=O)OC(C)C)=C(C)N=c3s/c(=C/c4ccc(F)cc4)c(=O)n32)c1 (stereo not given),0
CC(C)NC(=O)C1=CC(c2ccc3c(c2)OCO3)=NS(=O)(=O)N1C,-4
Cc1ccc(OCc2nnc(NC(=O)c3ccccc3F)s2)cc1,4
O=C(Nc1ccccc1O)c1cccnc1,2
COc1ccc(NC(=O)C(c2ccncc2)N(Cc2ccco2)C(=O)CNC(=O)c2ccccc2)cc1 (stereo not given),2
COCCc1nc2ccc(C(=O)N3CCN(C(=O)c4cccs4)CC3)cc2o1,11
COc1ccccc1CCNC(=O)Cc1ccc(N2CCC(NC3Cc4ccccc4C3)CC2)cc1,1
COc1ccccc1NC(=O)CSc1nnc(-c2ccc(Cl)cc2)n1-c1ccc(C)cc1,-6
Cc1nonc1CC(=O)N(C)CC1CCCN(CCc2cccc(C(F)(F)F)c2)C1 (stereo not given),0
COc1ccc(N=C2CCCN2C(=O)c2ccc(F)cc2)cc1,-8
CCC(CC)c1nn2c(=O)cc(COc3ccc(NC(=O)c4cccc(Cl)c4)cc3)nc2s1,5
Cc1cccc(N=c2oc3c(Cl)cc(Cl)cc3cc2C(N)=O)c1,-1
COC(=O)c1c(NC(=O)CC2Sc3ccc(C(F)(F)F)cc3NC2=O)sc(C)c1C (stereo not given),1
CCc1ccc(-n2c(SCc3ccc(Cl)c(Cl)c3)nnc2-c2ccncc2)cc1,-1
CC(C)Oc1ccccc1-c1cc(C(=O)O)c2c(ccc3ccccc32)n1,-4
CCOC(=O)c1c(NC(=O)CSc2nnnn2-c2ccc(OC)cc2)sc2c1CCCC2,9
O=C(c1cccnc1)N1CCN(c2cccc(C(F)(F)F)c2)CC1,12
COc1ccc(OCC(=O)NC(=S)N2CCOCC2)cc1,-16
Cn1c(SCC(=O)Nc2ccccc2)nnc1-c1ccccc1,-3
COC(=O)CN(C)C(=O)c1cc(COc2ccc(OC)cc2Cl)on1,0
COc1cc(CNC(=O)c2ccc3c(c2)c(C)c(C)n3Cc2cccc(C)c2)cc(OC)c1OC,1
CCOc1cc(C)c(S(=O)(=O)N2CCC(C(N)=O)CC2)cc1C,-2

# The results go on.
structure,ROC1-CUL1 inh
COc1ccccc1C(=O)Nc1ccc(S(=O)(=O)N2CCCCCC2)cc1,-7
Cc1ccc(S(=O)(=O)N(CC(=O)NCC2CCCO2)c2ccc(C(C)C)cc2)cc1 (stereo not given),-2
O=C(OCC1CCCO1)c1ccc(COc2cc(Cl)ccc2Cl)cc1 (stereo not given),-9
N#Cc1cccc(Cn2ccc(-c3cccc(-c4cccnc4)c3)n2)c1,12
CCCCOc1cccc(C2c3c(oc4ccccc4c3=O)C(=O)N2c2ccccn2)c1 (stereo not given),-2
CCC(=O)N1CCc2cc(CNS(=O)(=O)c3ccc(Cl)s3)ccc21,-7
CCc1noc(C)c1C(=O)Nc1ccc(I)cc1,2
Cc1cc(C)cc(C(=O)N2CCC(C3(Cc4cccc(F)c4)NC(=O)N(CCN(C)C)C3=O)CC2)c1 (stereo not given),15
CCc1ccccc1NC(=O)c1ccc(CN2CCc3ccccc3C2)cc1,-5
c1cc2c(cn1)cnc1sccc12,-3
Cc1nc(-c2ccc(S(=O)(=O)N3CCCC3)cc2)cs1,2
CC(=O)Nc1ccc(S(=O)(=O)Nc2ccccc2C(=O)Nc2ccccc2)cc1,1
Cc1cc(C)c(NC(=O)C2CCN(C(=O)c3ccc(Cl)cc3)CC2)c(C)c1,7
COc1cccc2cc(-c3nnc(SCC(=O)Nc4ccc(C(=O)O)cc4)n3C)oc12,16
Cc1ccc2nc(-c3ccc(NC(=O)CN(c4ccccc4)S(=O)(=O)c4ccccc4)cc3)sc2c1,-2
Cc1nn(-c2ccc3nnc(C)n3n2)c(C)c1CCC(=O)Nc1ccc(OC(F)(F)F)cc1,11
CCOc1ccc(CNC(=O)c2ccc3c(c2)nc2n3CCOC2)cc1OC,2
CC(=O)NCC(=O)N(C)CC1CCN(CCc2cccc(F)c2)CC1,7
CC(C)c1ccc(-c2cc(C(F)(F)F)n3nc(C(=O)N4N=C5/C(=C/c6cccs6)CCCC5C4c4cccs4)cc3n2)cc1 (stereo not given),0
Cc1ccc(CN(C)C(=O)c2cc(COc3ccc(F)c(F)c3)on2)o1,2
COc1ccc(/C=C/C(=O)c2ccc(I)cc2)c(OC)c1OC,6
O=CN(c1ccccc1)c1cc(N(C=O)c2ccccc2)cc(N(C=O)c2ccccc2)c1,-8
Cc1cccc(N=C2S/C(=C\c3ccc4c(c3)OCO4)C(=O)N2c2cccc(C)c2)c1,-1
Cc1ccc(NC(=O)c2ccc(N3CCOCC3)cc2)c(C)c1,-6
O=C1NN=CN=CN1Cc1ccc(Cl)c(Cl)c1,0
CCc1ccccc1NC(=O)CN1C(=O)C2CCCN2c2ccc(S(=O)(=O)N(CC)CC)cc21 (stereo not given),11
Cc1ccccc1-c1nc(SCC(=O)N(C)c2ccccc2)c2c(=O)n(C)c(=O)n(C)c2n1,2
COc1ccc(NC(=O)C(Cc2cc(C)cc(C)c2)C(C)C(=O)O)cc1 (stereo not given),-7
CCC(C)C(=O)Nc1nnc(COC)s1 (stereo not given),9
Cc1ccc2c(c1)c1c(c(=O)n(-c3ccccc3C)c(=O)n1Cc1cccc(F)c1)n2C,0
COCCN1CCCC2(CCN(C(=O)Cc3cccs3)C2)C1=O (stereo not given),7
COc1ccc(CCNC(=O)C(=O)Nc2ccc(C)c(C)c2)cc1OC,-9
Cn1ncc2sc(=Nc3ccccc3)sc2c1=S,1
CC(=O)c1cccc(OCc2cc(C(=O)N3CCN(Cc4ccccn4)CC3)no2)c1,-3
C=CCn1c(=O)c2c(nc3n(CC(C)C)c(C)c(C)n23)n(C)c1=O,-11
CCOc1cc(CN2CCC(CCC(=O)N3CCOCC3)CC2)ccc1O,7
C=CCn1c(CNc2ccccc2)nnc1SCC(=O)N/N=C/c1ccco1,5
Cc1ccccc1CNc1ccc(NC(=O)C(C)C)cc1,1
Cc1c(C(=O)N2CCc3ccccc32)cnn1C,-1
CCNC(=O)CCSc1nnc(-c2ccco2)o1,4
CC(=O)N[C@H]1[C@H](Oc2cccc3ccccc23)O[C@@H]2COC(C)(C)O[C@H]2[C@@H]1O,4
CC(=O)Nc1nc2n(n1)C(c1ccc(F)cc1)CC(c1ccc(Cl)cc1)=N2 (stereo not given),2
Cc1cc(C(F)(F)F)nn1CC(=O)N1N=C(c2ccc(-c3ccccc3)cc2)CC1c1ccccc1O (stereo not given),7
CCCCOc1ccc(C(=O)Nc2cc(-c3ccc(C)cc3)no2)cc1,3
CCOc1ccc(C(=O)N(Cc2sccc2C)C2CCS(=O)(=O)C2)cc1 (stereo not given),-11
CCOc1ccccc1NC(=O)CSc1ccc2nc(-c3ccccc3)cn2n1,-4
O=C(c1ccc(F)c(F)c1)n1nnc2ccccc21,-5
CC1Cc2cc(C(=O)C3C(=O)C(=O)N(Cc4ccco4)C3c3cccs3)ccc2O1 (stereo not given),-9
CCCOc1ccc(N2CC(C(=O)N3CCOCC3)CC2=O)cc1 (stereo not given),-2
CC(C)C1=NN2C(=N)/C(=C/c3ccccc3C(F)(F)F)C(=O)N=C2S1,-2
O=C(c1ccco1)N1Cc2ccccc2OC(c2ccccc2)C1 (stereo not given),5
CCc1ccc(N=c2ssc3c2-c2cccc(C)c2NC3(C)C)cc1,-6
O=C(NCc1ccccc1Cl)NC(=O)C(F)(F)F,-2
CC(=O)NC1(C(F)(F)F)C(=O)N=C2C1C(=O)NC(=O)N2c1ccccc1 (stereo not given),-2
CC(=O)Nc1cccc(-c2nnc(-c3ccc(C)cc3)o2)c1,-3
COC(=O)NC(=S)N1CCSCC1,-4
C=C(C)C(=O)Oc1ccccc1Oc1c(F)c(F)c(Oc2ccccc2OC(=O)C(=C)C)c(F)c1F,0
CN1C[C@@H]2C[C@@H](c3cccc(O)c3)N3CCC[C@@]23C1=O,-4
CCOc1cc(/C=N/NC(=O)c2ccncc2)ccc1OCc1cccc(C)c1,6
Nc1c(C(=O)Nc2cccc(Cl)c2)sc2nc(-c3ccccc3)cc(-c3ccccc3)c12,16

# Gathered by group: those above containing a furan ring, fused or not
structure,ROC1-CUL1 inh
CCN1CCCC1CN(Cc1ccc(CO)o1)CC1CCN(CCOC)CC1 (stereo not given),3
COc1ccc(NC(=O)C(c2ccncc2)N(Cc2ccco2)C(=O)CNC(=O)c2ccccc2)cc1 (stereo not given),2
COc1cccc2cc(-c3nnc(SCC(=O)Nc4ccc(C(=O)O)cc4)n3C)oc12,16
Cc1ccc(CN(C)C(=O)c2cc(COc3ccc(F)c(F)c3)on2)o1,2
C=CCn1c(CNc2ccccc2)nnc1SCC(=O)N/N=C/c1ccco1,5
CCNC(=O)CCSc1nnc(-c2ccco2)o1,4
CC1Cc2cc(C(=O)C3C(=O)C(=O)N(Cc4ccco4)C3c3cccs3)ccc2O1 (stereo not given),-9
O=C(c1ccco1)N1Cc2ccccc2OC(c2ccccc2)C1 (stereo not given),5

# Carrying on.
structure,ROC1-CUL1 inh
CCCOc1ccc(C(=O)N(Cc2ccc(F)cc2)C2CCS(=O)(=O)C2)cc1 (stereo not given),6
Cc1c(C(=O)NN)nn(-c2ccccc2)c(=O)c1C#N,3
CCn1ncc(CN2CCOC(Cc3cccc(C(F)(F)F)c3)C2)c1C (stereo not given),2
CSc1cccc(NC(=O)CN2C(=O)COc3ccc(Cl)cc32)c1,-3
CCOC(=O)CCNC(=O)c1cc(OC)ccc1OC1CCN(C(C)=O)CC1,4
CCOc1ccc(CCNC(=O)c2cc(C)nc3c2c(C)nn3-c2cccc(F)c2)cc1,1
CCOc1cc(S(=O)(=O)NCC2CCCO2)ccc1F (stereo not given),3
CCCS(=O)(=O)c1nc(S(=O)(=O)c2ccc(C)cc2)c(NCCCOC(C)C)s1,-5

# Compound activity deposited in PubChem by Icahn School of Medicine at Mount Sinai.

# Some of the compounds tested; rates above refer to the full screens.
